Assay outcomes from PubChem.
mcGAS RapidFire: blocks mouse cGAS cGAMP production. Q8C6L5. recombinant mouse cGAS, cGAMP by RapidFire MS. inhibition, % at 12.5 µM. actives 0.18% (n = 130,000). AID 1259397;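 active means inhibition of cGAS enzyme activity at or above 60%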;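 further: enzyme stimulated by 45 bp dsDNA with ATP and GTP substrates; cGAMP share of summed cGAMP plus half ATP and half GTP signals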
Target sequence (Q8C6L5 whole entry, looked up): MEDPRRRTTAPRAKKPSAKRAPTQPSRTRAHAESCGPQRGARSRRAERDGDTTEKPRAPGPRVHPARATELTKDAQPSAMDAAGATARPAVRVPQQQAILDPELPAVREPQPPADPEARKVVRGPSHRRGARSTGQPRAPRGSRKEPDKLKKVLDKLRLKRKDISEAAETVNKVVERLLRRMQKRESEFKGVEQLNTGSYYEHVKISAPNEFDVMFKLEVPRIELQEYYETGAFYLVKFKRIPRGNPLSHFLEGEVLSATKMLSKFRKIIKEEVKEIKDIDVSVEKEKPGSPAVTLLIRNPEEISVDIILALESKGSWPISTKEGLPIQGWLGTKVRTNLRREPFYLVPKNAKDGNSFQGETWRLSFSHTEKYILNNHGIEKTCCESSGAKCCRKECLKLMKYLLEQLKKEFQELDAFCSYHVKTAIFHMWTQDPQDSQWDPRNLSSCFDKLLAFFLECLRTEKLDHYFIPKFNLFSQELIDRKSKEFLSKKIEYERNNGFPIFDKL
Starred values were filed as active, the others as inactive; ! = repeats disagree. Not all compounds are listed. The share of hits here may be higher or lower than overall.

For COc1cccc2c1OCCCN(C(=O)c1ccccc1C1CCNC1)C2 (centres undefined) the results were mcGAS RapidFire -12.
CCCC(=O)N(Cc1cccnc1)c1nc2c(OC)ccc(Cl)c2s1 was read as mcGAS RapidFire -4.
CC(Cc1ccco1)NC(=O)c1ccc(Cl)c(S(C)(=O)=O)c1 (centres undefined) was read as mcGAS RapidFire -3.
C#CCN1CCN(C(=O)CNc2ccccc2-n2cccn2)CC1 was read as mcGAS RapidFire -2.
Screening O=C(COc1ccc(F)cc1)Nc1ccc(N2CCOCC2)cc1 returned mcGAS RapidFire -1.
`Clc1ccccc1CSc1nnc(-c2ccc[nH]2)o1` gave mcGAS RapidFire -9.
`Cc1ccccc1CCNc1ccc2nnnn2n1` gave mcGAS RapidFire 3.
Screening O=c1c(Cl)c(N2CCC(COc3ccccc3)CC2)cnn1-c1ccccc1 returned mcGAS RapidFire 4.
For Cc1noc(-c2ccc(N(C)Cc3ccsc3)nc2)n1 the results were mcGAS RapidFire -6.
C=CCNc1nc2c(c(=O)n(C)c(=O)n2C)n1CC was read as mcGAS RapidFire -12.
Screening CCOC(=O)c1cc(NC(=O)C(C)c2ccc(CC(C)C)cc2)ccc1O (centres undefined) returned mcGAS RapidFire -7.
For Cc1c(C(=O)NCCc2ccccc2)[nH]c2c1C(=O)CC(C)(C)C2 the results were mcGAS RapidFire -16.
For NNC(=O)C12CC3CC(C1)CC(n1nnc(-c4ccccc4)n1)(C3)C2 the results were mcGAS RapidFire 7.
For Cc1ccc(C(=O)N(C)Cc2nc(C3CC3)no2)cc1N1CCNC1=O the results were mcGAS RapidFire -15.
`CCC(CC)C(=O)Nc1c(C#N)cnn1-c1nc(C)cc(C)n1` gave mcGAS RapidFire 4.
For COc1ccc(-c2nnc(SCC(=O)N/N=C\c3cccnc3)n2-c2ccccc2)cc1OC the results were mcGAS RapidFire -7.
For Cc1onc(-c2ccc(F)cc2)c1C(=O)NCC1CN2CCCC2CO1 (centres undefined) the results were mcGAS RapidFire 0.
CCc1c(C)sc2ncnc(N3CC[C@@H](N4CCC(O)CC4)[C@H](O)C3)c12 was read as mcGAS RapidFire 10.
`CCCCNC(=O)CN(CC1CCC1)c1ccccc1` gave mcGAS RapidFire 0.
Screening COc1cc(C)nc(Nc2nc(C)c3ccc(C)cc3n2)n1 returned mcGAS RapidFire -7.
Screening COc1cccc(CC2CN(c3cc(OC)nc(OC)n3)CCO2)c1 (centres undefined) returned mcGAS RapidFire -10.
Cn1nc(C(=O)N2CCCC3(CCCCCC3)C2)ccc1=O was read as mcGAS RapidFire -6.
`Cc1cc(C(=O)NC23CC4CC(CC(C4)C2)C3)c(C)s1` gave mcGAS RapidFire -2.
O=C(O)c1c(Br)cnc2nc[nH]c12 was read as mcGAS RapidFire -5.
Screening Cc1nn(C)c(C)c1NS(=O)(=O)c1ccc2c(c1)OCCCO2 returned mcGAS RapidFire -14.
Screening COC(=O)c1ccc(N=C(N)NC#N)cc1O returned mcGAS RapidFire -15.
CCOc1ccc(CN2C(=O)C(NC(C)=O)c3cccc(C)c32)cc1 (centres undefined) was read as mcGAS RapidFire -13.
`CC1CC(C)CN(C(C)(C)CNC(=O)NCc2ccc(NS(C)(=O)=O)cc2)C1` (centres undefined) gave mcGAS RapidFire 0.
`O=C(CSc1ccccn1)NC1CCCc2nc(-c3cccnc3)ncc21` (centres undefined) gave mcGAS RapidFire 2.
CC(CC(=O)O)CC(=O)Nc1nncs1 (centres undefined) was read as mcGAS RapidFire 2.
Screening COc1cccc2c1C(=O)c1c(O)c3c(c(O)c1C2=O)C[C@@](O)(C(=O)CO)C[C@@H]3O[C@H]1C[C@H](N)[C@@H](O)[C@H](C)O1 returned mcGAS RapidFire 98*!.
CN(Cc1ccc2c(c1)OCO2)Cc1csc(C2CCCCC2)n1 was read as mcGAS RapidFire -5.
CC(C)(C)NC(=O)CN1CCNCC1 was read as mcGAS RapidFire -2.
O=C(NCc1ccccc1F)c1ccc(Nc2cccc(C(F)(F)F)c2)nc1 was read as mcGAS RapidFire 7.
`COc1ccc(OCCNC(=O)C(C)(C)n2cc(-c3ccc(OC)c(OC)c3)cn2)cc1` gave mcGAS RapidFire 6.
`Cc1ccc(Nc2nc(N3CCN(CCO)CC3)nc3nccnc23)cc1` gave mcGAS RapidFire 0.
Screening CC1C(c2ccc(F)cc2)=[N+]([O-])C(C)(c2ccccc2)N1O (centres undefined) returned mcGAS RapidFire -14.
Screening O=C(CCCc1ccc(Cl)cc1)N1CCCC(CO)(Cc2ccc(F)cc2F)C1 (centres undefined) returned mcGAS RapidFire -5.
For CCCC[n+]1c(C)cc(C=C2Sc3ccccc3N2CC)cc1C the results were mcGAS RapidFire -3.
CC(C)NC(=O)C1CCN(C2CCN(Cc3ccc(C4CCCCO4)s3)CC2)CC1 (centres undefined) was read as mcGAS RapidFire -8.

Two records drawn at random from the list so far:
Screening CC1C(c2ccc(F)cc2)=[N+]([O-])C(C)(c2ccccc2)N1O (centres undefined) returned mcGAS RapidFire -14.
Screening COc1cccc2c1C(=O)c1c(O)c3c(c(O)c1C2=O)C[C@@](O)(C(=O)CO)C[C@@H]3O[C@H]1C[C@H](N)[C@@H](O)[C@H](C)O1 returned mcGAS RapidFire 98*!.

Returning to the listing with the two entries that preceded the break.
For CCCC[n+]1c(C)cc(C=C2Sc3ccccc3N2CC)cc1C the results were mcGAS RapidFire -3.
CC(C)NC(=O)C1CCN(C2CCN(Cc3ccc(C4CCCCO4)s3)CC2)CC1 (centres undefined) was read as mcGAS RapidFire -8.
CCOC(=O)c1nn(-c2ccc(C)cc2)c(=O)cc1OCc1c(F)cccc1Cl was read as mcGAS RapidFire -5.
For CCOC(=O)CNc1nc(Nc2ccccc2)nc(Nc2ccccc2)n1 the results were mcGAS RapidFire 4.
CC(C)CC(=O)NCCn1nc(-c2cccnc2)ccc1=O was read as mcGAS RapidFire -4.
`O=S(=O)(Cc1ccc(Cl)cc1Cl)Cc1nnnn1C1CC1` gave mcGAS RapidFire -7.
Screening CCSC1CCCC1Nc1ccc(C#N)cn1 (centres undefined) returned mcGAS RapidFire -4.
CC1(C(=O)NS(=O)(=O)c2ccccc2)CCN1C(=O)CC(c1ccccc1)c1ccccc1 (centres undefined) was read as mcGAS RapidFire -25.
`COc1cccc(-c2cccc(NC(=O)C3CCN(CCC(C)C)CC3)c2)c1` gave mcGAS RapidFire -9.
For Clc1ccccc1COc1ccccc1-c1nnco1 the results were mcGAS RapidFire -10.
CC(C)Nc1nc(NC(C)C)nc(N(C)C#N)n1 was read as mcGAS RapidFire -8.
CC(=O)N[C@@H]1CN(S(=O)(=O)CCOc2ccc(C)cc2)C[C@H]1C(C)C was read as mcGAS RapidFire -3.
Screening CC(CCC(=O)O)[C@H]1CCC2C3C[C@H](O)[C@@H]4C[C@H](O)CC[C@]4(C)C3CC[C@@]21C (some centres undefined) returned mcGAS RapidFire -3.
`CC1(C)O[C@@H]2C[C@H]3[C@@H]4C[C@H](F)C5=CC(=O)C=C[C@]5(C)[C@H]4[C@@H](O)C[C@]3(C)[C@]2(C(=O)CO)O1` gave mcGAS RapidFire 1.
Screening CC1=NC2=C(C(=O)CC(c3ccccc3)C2)C(c2ccccc2F)C1C(=O)OC1CCCCC1 (centres undefined) returned mcGAS RapidFire -7.
`COc1ccc(C(=O)c2ccc(C)cc2)c(O)c1` gave mcGAS RapidFire 0.
COc1ccc(OC)c(N2CCN(C(=O)Cc3ccccc3)C(C)C2=O)c1 (centres undefined) was read as mcGAS RapidFire -2.
CCCN(C(=O)CC(NC(C)=O)c1ccc(OC)cc1)C1CCS(=O)(=O)C1 (centres undefined) was read as mcGAS RapidFire 0.
For Cc1noc(C)c1C(=O)NC1CC(=O)N(Cc2cccc3ccccc23)C1 (centres undefined) the results were mcGAS RapidFire -20.
Cc1cc(C)n(C2CCN(C(=O)c3nn(C)c4c3CCCC4)C2)n1 (centres undefined) was read as mcGAS RapidFire -19.
For CC12C=CC(O1)C1C(=O)N(c3ccc(Cl)c(C(=O)O)c3)C(=O)C12 (centres undefined) the results were mcGAS RapidFire -4.
CC(C)CCn1c(N2CCN(CC(N)=O)CC2)nc2c1c(=O)[nH]c(=O)n2C was read as mcGAS RapidFire -8.

4 consecutive entries out of the list so far, for reference:
For COc1cccc2c1OCCCN(C(=O)c1ccccc1C1CCNC1)C2 (centres undefined) the results were mcGAS RapidFire -12.
CCCC(=O)N(Cc1cccnc1)c1nc2c(OC)ccc(Cl)c2s1 was read as mcGAS RapidFire -4.
CC(Cc1ccco1)NC(=O)c1ccc(Cl)c(S(C)(=O)=O)c1 (centres undefined) was read as mcGAS RapidFire -3.
C#CCN1CCN(C(=O)CNc2ccccc2-n2cccn2)CC1 was read as mcGAS RapidFire -2.

Next part.
`CC(Oc1ccc(C#N)cc1)C(=O)N1CCC(NC(=O)c2ccccc2)CC1` (centres undefined) gave mcGAS RapidFire -16.
Cc1ccc2[nH]c(C)c(CC(=O)n3ncc(C#N)c3N)c2c1 was read as mcGAS RapidFire -25.
CN(Cc1cn[nH]c1-c1cc2ccccc2o1)CC1COc2ccccc2O1 (centres undefined) was read as mcGAS RapidFire -4.
`O=C(CN1CCN(c2ccc([N+](=O)[O-])cc2)CC1)c1ccccc1` gave mcGAS RapidFire -4.
`COCc1nsc(NCCN2CCN(C(C)=O)CC2)n1` gave mcGAS RapidFire -7.
COCCN(CCN(C)C)C(=O)NC1COc2c1ccc(C)c2C (centres undefined) was read as mcGAS RapidFire -3.
O=C(CN1CCN(S(=O)(=O)c2cccc(C(F)(F)F)c2)CC1)NC1CCCCC1 was read as mcGAS RapidFire -2.
Screening O=c1[nH]n(-c2ccccc2)c2c(c1=O)CC/C2=C\c1ccccc1 returned mcGAS RapidFire -17.
`Cc1ccsc1CN(C)C(=O)c1ccccc1-n1cncn1` gave mcGAS RapidFire -2.
For Cn1ccnc1CN1CCCC(CCc2ccc(F)cc2F)C1 (centres undefined) the results were mcGAS RapidFire -10.
`OCCCc1nncn1-c1ccc(Cl)cc1` gave mcGAS RapidFire -10.
`CC1(C(=O)Nc2cccc(NS(C)(=O)=O)c2)CCN1CCOc1ccccc1` (centres undefined) gave mcGAS RapidFire -5.
COc1cc(=O)n(-c2ccccc2)nc1C(=O)Nc1nc2ccccc2s1 was read as mcGAS RapidFire -28.
Screening Cc1nc2n(n1)C(=O)C(C(c1ccc(F)cc1)N1CCCC(C)C1)S2 (centres undefined) returned mcGAS RapidFire -4.
Screening C#CCN(C)C1CCN(C(C)=O)CC1 returned mcGAS RapidFire -15.
`COC(=O)C(NC(=O)c1cc(=O)[nH]c2ccccc12)c1cccc(C)c1` (centres undefined) gave mcGAS RapidFire 2.
For S=C(NCC(c1ccco1)N1CCCC1)NC1CC2CCC1C2 (centres undefined) the results were mcGAS RapidFire -10.
For O=C(NCc1cnn2ccccc12)c1cnc2ccccn12 the results were mcGAS RapidFire -34.
O=C(COCC(F)(F)F)Nc1ccc2c(c1)C(=O)CCC2 was read as mcGAS RapidFire -14.
For CSc1ccccc1NC(=O)CCC(=O)N(C)Cc1cccc2cnccc12 the results were mcGAS RapidFire -15.
`CNS(=O)(=O)c1ccc(CNc2snc(Cl)c2C#N)s1` gave mcGAS RapidFire 47.
`COc1cc(CN2CCCN(c3ccccc3NC(=O)C3CC3)C2=O)cc(OC)c1` gave mcGAS RapidFire -4.
`CC1(C)C2CC=C(C=NNC(N)=O)C1C2` (centres undefined) gave mcGAS RapidFire -10.
For Cc1ccc(NC(=O)Cn2c(=NCC3CCCO3)sc3ccccc32)cc1 (centres undefined) the results were mcGAS RapidFire 1.
CCc1cc2c(=O)n3c(nc2s1)/C(=C\c1ccccc1OC)CC3 was read as mcGAS RapidFire 0.
For CCn1c(SC(C)C(=O)Nc2cc(C)no2)nnc1-c1ccccc1 (centres undefined) the results were mcGAS RapidFire -2.
For O=c1[nH]cnc2ccc(Cl)cc12 the results were mcGAS RapidFire -7.
Screening COCCn1c(SCC(=O)Nc2ccc(C)cc2C)nc2c(c1=O)SC(C)C2 (centres undefined) returned mcGAS RapidFire -12.
OCC1(Cc2ccccc2F)CCCN(Cc2cc3c(cc2Cl)OCO3)C1 (centres undefined) was read as mcGAS RapidFire -7.
Screening COc1cccc(-c2cc(NC(C)=O)n(CCOC(C)=O)n2)c1 returned mcGAS RapidFire -46.
`CC(C(=O)O)n1cc(-c2ccc(S(C)(=O)=O)cc2)cn1` (centres undefined) gave mcGAS RapidFire -24.
For Cc1nnc(NC(=O)CSc2nnc(CNC(=O)c3cccs3)n2-c2cccc(C(F)(F)F)c2)s1 the results were mcGAS RapidFire -6.
For COCC(=O)N1CCC2(CC1)CN(CC1CCOC1)CCN2C (centres undefined) the results were mcGAS RapidFire 10.
Screening CCC(=O)Nc1c2c(nn1-c1ccc(Oc3ccccc3)cc1)CSC2 returned mcGAS RapidFire -5.
For COc1ccccc1N1CCN(c2nc(Nc3ccc(C)cc3)c3nccnc3n2)CC1 the results were mcGAS RapidFire 1.
`Nc1ncc(CN2CCCC(C(=O)Nc3ccc(-c4ccco4)cc3)C2)cn1` (centres undefined) gave mcGAS RapidFire -2.
For CCCC(=O)NCCCn1nc(-c2ccco2)ccc1=O the results were mcGAS RapidFire 9.
`O=C(Nc1ccc2c(c1)OC1(CCCC1)O2)C1CC1` gave mcGAS RapidFire -24.
For CNC(=O)C1CCN(CC(=O)N(Cc2ccc(F)cc2)C2CCCCC2)CC1 the results were mcGAS RapidFire -3.
COc1ccccc1-c1cc(CNC(=O)c2cnn3c2CCCC3)on1 was read as mcGAS RapidFire 5.
CC1CC1C(=O)N(C)C(c1ccccc1)C(F)(F)F (centres undefined) was read as mcGAS RapidFire -10.

Of the compounds above, three have two or more sulfur atoms.
`CNS(=O)(=O)c1ccc(CNc2snc(Cl)c2C#N)s1` gave mcGAS RapidFire 47.
Screening COCCn1c(SCC(=O)Nc2ccc(C)cc2C)nc2c(c1=O)SC(C)C2 (centres undefined) returned mcGAS RapidFire -12.
For Cc1nnc(NC(=O)CSc2nnc(CNC(=O)c3cccs3)n2-c2cccc(C(F)(F)F)c2)s1 the results were mcGAS RapidFire -6.
